VEEV TC-83 Vero: inhibitors of VEEV TC-83 cytopathic effect, confirmation, Vero cells (AID 588727). inhibition, % at 20 µM, or IC50 in µM where a hit was titrated. actives 0.13% (n = 350,000). Vero cells, VEEV TC-83 cytopathic effect inhibition; higher % means a stronger effect; in the data active = a potency from the dose series; inconclusive = inhibition mostly from about 14% at the one dose, without a potency; inactive = the rest, 99 in 100 with inhibition below about 12%; note: strong numbers were not always called active
M. tuberculosis HTS: M. tuberculosis growth inhibition, HTS (AID 449762). M. tuberculosis H37Rv growth inhibition, 7H9 media; higher % means a stronger effect. inhibition, % at 25 µM; hits with a dose series show IC50 in µM. actives 0.59% (n = 330,000); in the data active = a potency from the dose series; inconclusive = inhibition above about 70% without an active follow-up result;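 note: bacterial growth assessed after seven days of incubation; strong numbers were not always called active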
influenza NS1A: NS1A inhibition, H1N1 influenza, cell based functional assay (AID 504329); NS1A functional cell-based assay, percent inhibition; higher % means a stronger effect; inhibition, % at 12.5 µM; hits with a dose series show IC50 in µM; actives 0.3% (n = 340,000); in the data active = a potency from the dose series; inconclusive = inhibition above about 27% without an active follow-up result; note: strong numbers were not always called active
M. tuberculosis: growth inhibition of non-replicating M. tuberculosis (AID 488890). inhibition, % at 25 µM; hits with a dose series show IC50 in µM. actives 0.39% (n = 320,000). Mycobacterium tuberculosis non-replicating, growth inhibition; higher % means a stronger effect; in the data active = a potency from the dose series; inconclusive = inhibition mostly from about 82% at the one dose, without a potency; inactive = the rest, 99 in 100 with inhibition below about 76%;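 note: plate controls were DMSO cells for no effect and high antibiotic wells for full effect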
Salmonella PhoP GFP: PhoP regulon inhibitors, Salmonella typhi PhoP promoter GFP reporter, confirmatory (AID 1850). Salmonella Typhi PhoP-promoter GFP reporter, fluorescence, 4 h; higher % means a stronger effect. one-dose inhibition, % at 50 µM; IC50 in µM for titrated hits. actives 0.33% (n = 310,000); in the data active = a potency from the dose series; inconclusive = inhibition mostly from about 25% at the one dose, without a potency; inactive = the rest, 99 in 100 with inhibition below about 19%;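 note: 0% = induced wells with vehicle and 100% = uninduced wells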
VEEV TC-83 Vero 10K pilot screen: further read-out of VEEV TC-83 Vero, marked with its call; inhibition, %; measured here: 10K pilot screen inhibition
Starred values were filed as active, the others as inactive; i = inactive; u = inconclusive; x = no result given. Hits appear at their usual frequency; overall some 1.6% were active at least once.

SMILES	VEEV TC-83 Vero	M. tuberculosis HTS	influenza NS1A	M. tuberculosis	Salmonella PhoP GFP	others
CCCCCCC(C)NC(=S)Nc1cc(S(=O)(=O)N(C)C)ccc1C (stereo unspecified)	0.1%	6%	7%	u	-1%
C=CCn1c(SCC(=O)c2ccc(O)c(O)c2)nnc1-c1cccnc1	0.3%	-1%	-31%	-8%	13%
Cc1ccccc1C(=O)N1CCC(C(=O)Nc2nccs2)CC1	1.6%	-1%	0%	10%	-13%
CC(=O)Oc1ccc(C(=O)[C@H]2[C@H]3C(=O)N(c4ccccc4)C(=O)[C@H]3[C@@H]3C=CC=NN32)cc1	0.7%	2%	-5%	-2%	1%
CN1C(=O)/C(=C/c2ccc(O)c([N+](=O)[O-])c2)N(C)C1=S	1.8%	0%	8%	54%	-51%
Cc1cnc(C(=O)OCC(=O)N=c2sccn2Cc2ccccc2Cl)cn1	4.4%	-10%	-9%	43%	-1%
O=C(OCCCOC(=O)c1ccc(Br)o1)c1ccc(Br)o1	1.9%	u	-8%	u	5%
NC(=O)C1CCN(C(=O)c2ccc(Oc3cc(Cl)cc(Cl)c3)o2)CC1	1.8%	2%	2%	6%	-5%
C#CCNC(=O)C1=C[C@H](c2ccc(Br)cc2)C[C@H](OCCCCO)O1	0.3%	-9%	-3%	12%	3%
COc1ccc(CCNC(=O)C2CCCN(S(=O)(=O)c3ccccc3)C2)cc1 (stereo unspecified)	8.0%	-22%	-3%	4%	-4%
Cc1ccc(N2CC(C(=O)Nc3nccs3)CC2=O)cc1 (stereo unspecified)	3.0%	-10%	22%	9%	-2%
Cc1cc(C)nc(-n2nc(C)cc2NC(=O)CN2CCc3ccccc3C2)n1	4.0%	u	4%	27%	11%
Cc1ccccc1NC(=O)/C(=C/c1ccccc1)c1ccccc1	6.0%	1%	-2%	-20%	-8%
COc1ccc(OC)c(NC(=O)C2C(C(=O)O)C3(Cl)C(Cl)=C(Cl)C2(Cl)C3(Cl)Cl)c1 (stereo unspecified)	3.2%	-7%	7%	13%	-8%
CC(C)CCN1CCC(n2nccc2NC(=O)c2ccc3c(c2)OCO3)CC1	i	8%	-2%	8%	-2%
COc1ccc(CCNC(=O)CCCCC(=O)NCCc2ccc(OC)c(OC)c2)cc1OC	11%	17%	9%	-13%	4%
CCc1ccc(NC(=O)COC(=O)CC2CCCC2)cc1	1.1%	2%	2%	u	x
Cc1cccc(N2CCN(C(=O)CCNS(=O)(=O)c3ccc4c(c3)oc(=O)n4C)CC2)c1C	i	11%	6%	8%	2%
COc1ccccc1CNC(=O)CN1C(=O)NC2(CCOc3ccccc32)C1=O (stereo unspecified)	2.1%	3%	-16%	-16%	x
Cc1cc(OCCOCCNCc2ccccc2)ccc1C(C)C	i	9%	-7%	i	-7%
CC1N=C(N)C(c2nc3ccccc3n2C)=C1O (stereo unspecified)	i	2%	-3%	-7%	3%
O=C(COC(=O)COc1ccc(Br)cc1)NC1CCCC1	1.6%	1%	1%	35%	x
CCc1ccc(-c2nc(CSCC(=O)NCc3ccco3)c(C)o2)cc1	3.3%	x	-6%	x	x
COC(=O)c1ccc2nc(C)cc(Nc3ccc(N(C)C)cc3)c2c1	1.9%	u	16%	x	2%
O=C(O)c1cccc(-c2ccc(/C=N/Nc3ccc([N+](=O)[O-])cc3)o2)c1	1.3%	45%	8%	5%	10%
COc1cc2sc3ccc(-c4ccc(N(C)C)nc4)cc3c(=O)c2cc1OC	x	3%	x	32%	11%
CCc1ccc(C(=O)OCC(=O)NC2CCCC2)cc1	i	-9%	3%	44%	-5%
O=C(Cc1ccccc1)c1nc2ccccc2s1	0.0%	-3%	17%	32%	-2%
CC1CCN(C(=O)CSc2nc(=O)n3ccccc3n2)CC1	0.6%	-1%	-8%	-21%	2%
COc1ccc(OC)c(NC(=O)c2cc3c(=O)n4ccccc4nc3n2C)c1	1.1%	0%	-1%	-11%	1%
CCc1ccccc1NC(=O)CN1CCN(C(=O)CNC(=O)c2ccc(N3CCCC3=O)cc2)CC1	0.1%	-9%	-12%	17%	x
COc1cccc(NC(=O)C(C)Sc2nnc(C3CC3)n2C2CC2)c1 (stereo unspecified)	i	-9%	-3%	13%	x
CSc1cc(-c2ccccc2)n(Cc2c(Cl)cccc2Cl)c(=O)c1C#N	11%	3%	-1%	-6%	-9%
Oc1ccc(Nc2nc(-c3ccccc3F)nc3ccccc23)cc1	9.3%	12%	21%	4%	-20%
C#CCOCCOCCOCCNc1nc(N2CCN(C(=O)[C@H](Cc3ccc(O)cc3)n3cc([C@@H](N)CC(C)C)nn3)CC2)nc(N2CCN(C(=O)[C@H](Cc3cc4ccccc4[nH]3)n3cc([C@@H](N)CC(C)C)nn3)CC2)n1	x	u	x	78%	105µM*
CC(C)N(C(=O)COC(=O)CCC(=O)c1cccs1)c1ccccc1	0.8%	7%	5%	-2%	x
CC(=O)Nc1ccc(S(=O)(=O)N2CCN(c3nnnn3-c3ccccc3)CC2)cc1	0.1%	-3%	-1%	-1%	9%
Cc1cc(Cl)ccc1C(=O)C1CCCN(C(=O)c2cccc(N3CCCC3=O)c2)C1 (stereo unspecified)	i	-4%	-10%	16%	3%
COC(=O)c1c(Oc2nc(OC)cc(OC)n2)cccc1Oc1nc(OC)cc(OC)n1	0.1%	-2%	-7%	-16%	9%
CC(C(=O)c1ccc(Br)cc1)[n+]1cccc2ccccc21 (stereo unspecified)	1.1%	7%	-3%	8%	-5%
CCC(C(=O)NCc1cccnc1)c1ccccc1 (stereo unspecified)	1.2%	-1%	-1%	-8%	4%
CN(C)c1ncc(C2=C(Cl)C(=O)C(N3CCCC3)=C(Cl)C2=O)s1	7.4%	-2%	9%	u	-4%
CC(C)(C)C(=O)Cn1ncc(NC2CC2)c(Br)c1=O	0.8%	9%	1%	1%	-1%
COc1ccc(C(=O)Nc2ccc(C(=O)N3CCCCC3C)cc2)c(OC)c1OC (stereo unspecified)	2.5%	3%	19%	4%	-7%
COc1ccc(C2(CNC(=O)Cc3ccc(OC)c(OC)c3)CCOCC2)cc1	1.4%	-2%	-4%	-5%	3%
O=C(Nc1ccn(Cc2cccc3ccccc23)n1)c1cccnc1	i	-3%	-9%	-19%	-13%
COc1ccc(C2CC(=O)c3cnc(NC(=O)c4cccc(OC)c4)nc3C2)cc1 (stereo unspecified)	3.2%	5%	-8%	23%	4%
O=S(=O)(Nc1nc2ccccc2nc1NCCN1CCOCC1)c1cccc(Cl)c1	1.8%	-14%	-4%	19%	-9%
O=C(NNC(=O)C1CCCCC1)c1cnccn1	i	6%	4%	32%	-1%	VEEV TC-83 Vero 10K pilot screen=1.0
CCOc1ccc(CCNS(=O)(=O)c2ccc3c(c2)NC(=O)CC(=O)N3)cc1OCC	0.6%	5%	14%	8%	10%
Cc1cc2cc3c(=O)[nH]c(=O)nc-3n(CC(O)C(O)C(O)CO)c2cc1C (stereo unspecified)	1.6%	x	2%	x	x
CCc1nnc(NC(=O)C2CCCN2C(=O)NC2CCCCC2)s1 (stereo unspecified)	1.2%	-6%	1%	-8%	2%
COC(=O)c1cc(S(=O)(=O)NCCc2cccc(C)c2)cn1C	i	-8%	9%	-9%	-17%
CCOC(=O)c1c(Cc2ccccc2)c[nH]c1C	5.5%	-5%	-4%	-7%	-4%
O=C(NC1CCCCC1)C1CCN(S(=O)(=O)N2CCOCC2)CC1	2.0%	-4%	-1%	12%	-9%
Cn1c(/C=N/c2nc3ccccc3[nH]2)nc2ccccc21	5.4%	44%	-10%	78%	7%
CC(C)(C)c1ccc(-c2nnc(SC3CCOC3=O)n2Cc2ccccc2)cc1 (stereo unspecified)	1.0%	-1%	6%	5%	-12%
CC(=O)Nc1ccc(NC(=O)CCn2cnnn2)cc1	1.2%	-3%	6%	-12%	-18%
COC(=O)C(Cc1ccc(O)cc1)NC(=O)CCC(=O)Nc1ccc(S(N)(=O)=O)cc1 (stereo unspecified)	1.1%	-4%	7%	3%	0%
CC(=O)N1c2ccc(S(=O)(=O)N3CCCC3C(=O)Nc3ccc(C)cc3)cc2CC1C (stereo unspecified)	2.6%	3%	-3%	-1%	-9%
Next entries follow.
SMILES	VEEV TC-83 Vero	M. tuberculosis HTS	influenza NS1A	M. tuberculosis	Salmonella PhoP GFP	others
CCn1c(NC(=O)Nc2cccc(C)c2C)cc2sccc21	0.7%	9%	7%	46%	-13%
COc1ccc(C(=O)N/N=C\c2coc3ccc(C)cc3c2=O)cc1	2.6%	-12%	-4%	u	-2%
COC(=O)c1[nH]c2cc(OC)ccc2c1NC(=O)CN1CCC(C(N)=O)CC1	2.6%	-9%	0%	-12%	6%
CC(=O)c1sc(C(C)(C)C)cc1NC(=O)CCC(=O)O	1.7%	-2%	0%	4%	-7%
Cc1cc(C)nc(NC(=S)Nc2ccc(Br)cc2Cl)c1	1.0%	2%	11%	-2%	-6%
COc1ccc2c(C#CCCO)c(-c3ccc(S(C)(=O)=O)cc3)sc2c1	2.1%	1%	-21%	35%	x
CCn1c(CNC(=O)Cc2ccc(OC)cc2)nnc1SCCOc1ccccc1	i	7%	-6%	11%	-14%
CCCCCCSc1ccc([C@H]2N[C@@](C)(C(=O)OC)[C@H]3C(=O)N(CC)C(=O)[C@@H]23)cc1	i	1%	10%	6%	-5%
Cc1cccc(NCc2n[nH]c(=S)n2-c2ccccc2)c1	6.0%	-3%	11%	-18%	-11%
Cc1cccc(C2=NN(c3ccccc3)[C@@H](C(=O)N3CCOC3=O)[C@@H]2c2ccccc2)c1	0.5%	x	-16%	x	x

21 successive compounds already listed:
SMILES	VEEV TC-83 Vero	M. tuberculosis HTS	influenza NS1A	M. tuberculosis	Salmonella PhoP GFP	others
COc1ccc(C2CC(=O)c3cnc(NC(=O)c4cccc(OC)c4)nc3C2)cc1 (stereo unspecified)	3.2%	5%	-8%	23%	4%
O=S(=O)(Nc1nc2ccccc2nc1NCCN1CCOCC1)c1cccc(Cl)c1	1.8%	-14%	-4%	19%	-9%
O=C(NNC(=O)C1CCCCC1)c1cnccn1	i	6%	4%	32%	-1%	VEEV TC-83 Vero 10K pilot screen=1.0
CCOc1ccc(CCNS(=O)(=O)c2ccc3c(c2)NC(=O)CC(=O)N3)cc1OCC	0.6%	5%	14%	8%	10%
Cc1cc2cc3c(=O)[nH]c(=O)nc-3n(CC(O)C(O)C(O)CO)c2cc1C (stereo unspecified)	1.6%	x	2%	x	x
CCc1nnc(NC(=O)C2CCCN2C(=O)NC2CCCCC2)s1 (stereo unspecified)	1.2%	-6%	1%	-8%	2%
COC(=O)c1cc(S(=O)(=O)NCCc2cccc(C)c2)cn1C	i	-8%	9%	-9%	-17%
CCOC(=O)c1c(Cc2ccccc2)c[nH]c1C	5.5%	-5%	-4%	-7%	-4%
O=C(NC1CCCCC1)C1CCN(S(=O)(=O)N2CCOCC2)CC1	2.0%	-4%	-1%	12%	-9%
Cn1c(/C=N/c2nc3ccccc3[nH]2)nc2ccccc21	5.4%	44%	-10%	78%	7%
CC(C)(C)c1ccc(-c2nnc(SC3CCOC3=O)n2Cc2ccccc2)cc1 (stereo unspecified)	1.0%	-1%	6%	5%	-12%
CC(=O)Nc1ccc(NC(=O)CCn2cnnn2)cc1	1.2%	-3%	6%	-12%	-18%
COC(=O)C(Cc1ccc(O)cc1)NC(=O)CCC(=O)Nc1ccc(S(N)(=O)=O)cc1 (stereo unspecified)	1.1%	-4%	7%	3%	0%
CC(=O)N1c2ccc(S(=O)(=O)N3CCCC3C(=O)Nc3ccc(C)cc3)cc2CC1C (stereo unspecified)	2.6%	3%	-3%	-1%	-9%
CCn1c(NC(=O)Nc2cccc(C)c2C)cc2sccc21	0.7%	9%	7%	46%	-13%
COc1ccc(C(=O)N/N=C\c2coc3ccc(C)cc3c2=O)cc1	2.6%	-12%	-4%	u	-2%
COC(=O)c1[nH]c2cc(OC)ccc2c1NC(=O)CN1CCC(C(N)=O)CC1	2.6%	-9%	0%	-12%	6%
CC(=O)c1sc(C(C)(C)C)cc1NC(=O)CCC(=O)O	1.7%	-2%	0%	4%	-7%
Cc1cc(C)nc(NC(=S)Nc2ccc(Br)cc2Cl)c1	1.0%	2%	11%	-2%	-6%
COc1ccc2c(C#CCCO)c(-c3ccc(S(C)(=O)=O)cc3)sc2c1	2.1%	1%	-21%	35%	x
CCn1c(CNC(=O)Cc2ccc(OC)cc2)nnc1SCCOc1ccccc1	i	7%	-6%	11%	-14%

Screening results from PubChem.
